# Assay outcomes (PubChem)
# IMPase Li inh = cell-permeable IMPase inhibitors with lithium potentiation; hit rate 0.35% among 210,000; Potency, µM (series often up to 59.4 µM), for inactives: top-dose activity, negative = IMPase inhibition, most hits filed as inhibitors; CHO-M1 cells, IP1 TR-FRET (IP-One), carbachol + lithium;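 note: IP1 builds up when IMPase is blocked and the TR-FRET signal falls; plate controls were basal vehicle for no effect and high inhibitor control for full effect; nearly all actives have a fitted effect of over 50% in size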
#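 Lithium-sensitised IP1 accumulation assay; M1-expressing CHO cells treated 30 min at 37C with compound. Competitive antibody detection by time-resolved FRET followed a 10 min room-temperature lysis step.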
# GAA inhib = inhibitors of human lysosomal alpha-glucosidase. AID 1466. hit rate 0.005% among 200,000. Potency, µM (highest dose often 76.9 µM), for the others: at the highest dose activity change, negative = inhibition, hits mostly inhibitors. purified human GAA, 4-MU-alpha-glucoside fluorescence;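 note: plate controls were uninhibited enzyme wells for no effect and no-enzyme background for full effect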
#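 Endpoint fluorogenic read: 20 min room-temperature reaction of 4 nM human alpha-glucosidase with 400 uM 4-methylumbelliferyl-alpha-D-pyranoside, pH 5.0, quenched with 1M NaOH/1M glycine pH 10. AC50 from Hill modeling.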
# GoLoco inh red = blocks human Gai1 binding to RGS12 GoLoco peptide, red readout | Gai1:RGS12 GoLoco peptide FP, rhodamine, 10 min | Potency, µM (titrated, usually from 61.6 µM), inactives show top-dose activity, negative = inhibition, usual class: inhibitors | P63096 | hit rate 0.44% among 230,000; active = well fitted inhibition curve with a large enough effect, not every such curve was filed as active; inactive = no such curve, though single readings can be large or run the other way; note: % is set by controls: 0 for no effect and ±100 for the full control effect; nearly all actives have a fitted effect of over 30% in size; many of its hits are not listed in these tables
# Target sequence (P63096 whole entry, looked up): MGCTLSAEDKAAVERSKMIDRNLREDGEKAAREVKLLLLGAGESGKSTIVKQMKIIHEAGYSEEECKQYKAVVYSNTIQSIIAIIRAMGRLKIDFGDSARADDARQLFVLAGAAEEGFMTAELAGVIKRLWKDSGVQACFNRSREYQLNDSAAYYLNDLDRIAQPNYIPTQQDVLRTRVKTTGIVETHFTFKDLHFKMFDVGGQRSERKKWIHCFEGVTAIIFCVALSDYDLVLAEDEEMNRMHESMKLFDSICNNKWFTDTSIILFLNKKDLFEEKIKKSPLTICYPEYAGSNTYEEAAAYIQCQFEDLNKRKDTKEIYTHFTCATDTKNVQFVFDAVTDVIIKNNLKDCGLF
# HTT ATP protect = Huntington cell model cytoprotection by ATP luminescence. AID 1471. Potency, µM (top dose mostly 56.4 µM), for the others: cytoprotection (ATP increase), hits mostly activators. PC12 HTT-Q103 induced, cytoprotection, ATP luminescence, 40 h. hit rate 0.14% among 230,000;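 note: % of control where 0% means no effect; nearly all actives have a fitted effect of over 45% in size; toxic huntingtin expression switched on by the ecdysone agonist tebufenozide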
#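 ATP quantification (ATPlite) reports survival of PC12 cells in which tebufenozide, 100 nM final, switches on Htt exon 1 with 103 glutamines linked to GFP; compounds are titrated.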
# HTT aggregate = mutant huntingtin aggregation inhibition | Potency, µM (doses to about 46.1 µM), for the others: top-dose activity change, negative = inhibition, usual class: inhibitors | PC12 HttQ103-GFP aggregates, Acumen cytometry, 40 h | hit rate 1.1% among 220,000; note: % is set by controls: 0 for no effect and ±100 for the full control effect; nearly all actives have a fitted effect of over 60% in size
#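 Quantitative HTS on tebufenozide-induced (100 nM) PC12 cells stably expressing polyQ103 Huntingtin exon 1–GFP. Reduction of bright GFP aggregates, detected by laser scanning cytometry after lysis, identified actives across the titration.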
# aGlu spleen mod = lysosomal alpha-glucosidase (human) modulation. P10253. human spleen homogenate, 4-MU-alpha-glucoside fluorescence. Potency, µM (titrated, usually from 79.9 µM), inactives show at the highest dose activity change, negative = inhibition, usual class: inhibitors. hit rate 0.006% among 240,000;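 note: 0% = enzyme with vehicle and -100% = no enzyme basal signal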
#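 Enzyme source: human spleen homogenate, 1 ug/well. Buffer 50 mM citric acid/K phosphate pH 5.0, 0.01% Tween-20. 4-MU-alpha-glucoside 1 mM; 37 C x 40 min; NaOH/glycine stop; fluorescence.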
# GAA glycogen mod = inhibitors or activators of human alpha-glucosidase glycogen cleavage; P10253; recombinant GAA, glycogen substrate, Amplex Red glucose oxidase fluorescence; Potency, µM (titrated, usually from 76.4 µM), without a hit: at the highest dose activity change, negative = inhibition, hits mostly inhibitors; hit rate 0.38% among 300,000; AID 2100;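 note: 0% = full enzyme reaction and -100% = no-enzyme basal signal; the screen sought inhibitors and activators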
#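 Recombinant human enzyme (4 nM); glycogen substrate; 37 C, 40 min, pH 5.0. Readout: coupled glucose oxidase/Amplex Red fluorescence.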
# * = called active by the depositor; ? = inconclusive; . = no result given; & = joins results of further samples; [ ] = dose if it differs, or a comment. Unless noted, calls come from the whole dose curve; as a rule, active = well fitted curve in the direction sought with a large enough effect; inconclusive = small, poorly fitted or top-dose-only effect, or another doubt; inactive = no such curve, though single readings can be large; an effect the other way counts as inactive or inconclusive. Potency is the fitted concentration of half-maximal effect.
mol | IMPase Li inh | GAA inhib | GoLoco inh red | HTT ATP protect | HTT aggregate | aGlu spleen mod | GAA glycogen mod
Cc1cc(C)c2c(=O)n(CC(=O)N3CCC(Cc4ccccc4)CC3)sc2n1 | 4% | -2% | -3% | 11%[10 µM] | ? | -3% | 1%
CCOc1ccc(S(=O)(=O)Nc2ccc(C(=O)N/N=C(\C)c3ccc(-n4ccnc4)cc3)cc2)cc1 | 47%[activator][38.3 µM] | -17% | -8% | -17% | 13%[9.22 µM] | -6% | -17%
O=C(O)CSc1nnc(Cc2ccccc2)n1Cc1ccccc1 | 6%[38.3 µM] | -2% | 4% | -16% | -11% | -3% | 5%
Fc1ccc(COc2ccc(Br)cc2CNCc2ccncc2)cc1 | 23%[38.3 µM] | -4% | -9% | -29% | -17% | -2% | -5%
CC(C)(C)NC(=O)C(OC(=O)c1cccs1)c1ccc(C#N)cc1 (configuration not stated) | 11% | 3% | 21% | 8%[10 µM] | 11%[9.22 µM] | -6% | 6%
COc1ccc(S(=O)(=O)N(C)C2CCS(=O)(=O)C2)cc1OC (configuration not stated) | 32%[activator][38.3 µM] | -10% | -1% | 2% | 0% | 3% | 4%
CCOC(=O)c1ccc(NC(=O)C(C)Sc2nc(O)c(-c3ccccc3)c(=O)[nH]2)cc1 (configuration not stated) | 8% | 6% | 8% | -34%[inhibitor] | 8% | -3% | 12%
COc1ccc(CCNC(=O)Cc2cccs2)cc1 | 6% | -7% | 13% | . | -3% | -4% | 9%
CNC(=O)[C@H]1O[C@@H](n2cnc3c(N)ncnc32)[C@H](O)[C@@H]1O | -3% | . | 4% | -6% | . | 0% | .
OCC1(Cc2ccccc2)CCCN(Cc2ccc3c(c2)OCCO3)C1 (configuration not stated) | . | -15% | 12% | -16% | 6% | -7% | -4%
Cc1[nH][nH]c(=O)c1C(c1ccc(-c2ccc(Cl)cc2)o1)c1c(C)[nH][nH]c1=O | 35%[38.3 µM] | -2% | -6% | -56%[inhibitor] | -13% | -2% | ?
CCN(C(=O)COC(=O)c1cc(-c2ccccc2)nc2ccc(Br)cc12)C1CCS(=O)(=O)C1 (configuration not stated) | ? | 1% | 8% | -38%[inhibitor] | 4% | 0% | -5%
O=c1cc(CN2CCOCC2)c2c(ccc3ccccc32)o1 | -4%[38.3 µM] | -2% | 2% | -27%[0.074 µM] | -6% | 3% | 4%
O=C(O)CCCNC(=O)c1cccc(C(=O)NCCCC(=O)O)n1 | -6% | -9% | 7% | . | 3% | 2% | -12%
CNC(=O)Nc1ccc2snnc2c1 | -3%[38.3 µM] | 4% | 2% | 9% | -17% | 7% | -1%
O=C(NCC1CCCO1)c1cncc(Br)c1 (configuration not stated) | 0% | 4% | 3% | -9%[10 µM] | -9% | -13% | -5%
CCOC(=O)N1CCN(Cc2nc3c(c(=O)[nH]c(=O)n3C)n2CCCc2ccccc2)CC1 | -6%[38.3 µM] | -11% | 5% | -30% | ? | -9% | 12%
O=C1C=C(OCc2ccccc2)CN1 | 9%[38.3 µM] | 0% | -4% | -17% | ? | -9% | -1%
Cc1ccc(C(C)C)cc2c(C)ccc1-2 | -1% | . | -7%&1% | -13% | 16% | -6% | .
CN1CCN(c2ncc3ncc(=O)n(C[C@H]4CCCO4)c3n2)CC1 | -5% | . | 5% | 14% | . | -4% | .
Cc1ccc(S(=O)(=O)NN2Cc3ccccc3C2=N)cc1 | 0% | 3% | 3% | -29% | 3% | -2% | 2%
CC(C)CC(NC(=O)C1CCC(C)CC1)C(=O)NCc1ccco1 (configuration not stated) | 14% | 7% | 0% | -19% | -13% | -3% | -1%
COCCCNS(=O)(=O)c1ccc(Cl)c(C(F)(F)F)c1 | -2% | 2% | 1% | -5% | 2% | 7% | 1%
COc1ccccc1C(=O)NC(=S)Nc1ccc(S(=O)(=O)N2CCN(C)CC2)cc1 | 0% | -3% | 9% | . | -2% | 3% | -3%
CC1CCN(CCOCCOc2ccc(Br)cc2Cl)CC1 | 12% | -6% | 4% | 1%[10 µM] | 11% | -1% | -4%
COC(=O)C(NC(=O)CCc1c(C)nc2ncnn2c1C)C(C)C (configuration not stated) | -4%[38.3 µM] | 3% | 1% | -16% | ? | -2% | -3%
CC(C)N1CCN(Cc2ccc(C#CC(C)(C)O)cc2)CC1CCO (configuration not stated) | 22% | ? | 23% | 1%[10 µM] | 1%[9.22 µM] | 4% | -2%
Cc1c(N2C(=O)c3ccc(F)cc3C2=O)c(=O)n(-c2ccccc2)n1C | 5% | 2% | 4% | 5%[10 µM] | -6% | -5% | 0%
COc1nc2ccccc2nc1OC | -2% | . | 6% | -8%[10 µM] | -9%[9.22 µM] | -3% | 3%
CC(NC(=O)CSc1nc2c(cc1C#N)CN(C)CC2)c1ccccc1 (configuration not stated) | 33%[activator][38.3 µM] | -2% | 6% | -4% | -12% | -5% | -1%

# 3 entries out of the list above, arranged by the number in GAA inhib, rising:
Compound	GAA inhib
Fc1ccc(COc2ccc(Br)cc2CNCc2ccncc2)cc1	-4%
CCN(C(=O)COC(=O)c1cc(-c2ccccc2)nc2ccc(Br)cc12)C1CCS(=O)(=O)C1 (configuration not stated)	1%
O=C(NCC1CCCO1)c1cncc(Br)c1 (configuration not stated)	4%

# An excerpt of these results, field by field:
> COC(=O)C(NC(=O)CCc1c(C)nc2ncnn2c1C)C(C)C (configuration not stated)
- IMPase Li inh: -4%[38.3 µM]
- GAA inhib: 3%
- GoLoco inh red: 1%
- HTT ATP protect: -16%
- HTT aggregate: ?
- aGlu spleen mod: -2%
- GAA glycogen mod: -3%
> CC(C)N1CCN(Cc2ccc(C#CC(C)(C)O)cc2)CC1CCO (configuration not stated)
- IMPase Li inh: 22%
- GAA inhib: ?
- GoLoco inh red: 23%
- HTT ATP protect: 1%[10 µM]
- HTT aggregate: 1%[9.22 µM]
- aGlu spleen mod: 4%
- GAA glycogen mod: -2%
> Cc1c(N2C(=O)c3ccc(F)cc3C2=O)c(=O)n(-c2ccccc2)n1C
- IMPase Li inh: 5%
- GAA inhib: 2%
- GoLoco inh red: 4%
- HTT ATP protect: 5%[10 µM]
- HTT aggregate: -6%
- aGlu spleen mod: -5%
- GAA glycogen mod: 0%
> COc1nc2ccccc2nc1OC
- IMPase Li inh: -2%
- GAA inhib: .
- GoLoco inh red: 6%
- HTT ATP protect: -8%[10 µM]
- HTT aggregate: -9%[9.22 µM]
- aGlu spleen mod: -3%
- GAA glycogen mod: 3%

# Going on with the list.
# Value order – IMPase Li inh	GAA inhib	GoLoco inh red	HTT ATP protect	HTT aggregate	aGlu spleen mod	GAA glycogen mod
- Cc1ccc(C)c(OCC(=O)Nc2cccc(C(=O)O)c2)c1C
 : 17%[38.3 µM]	1%	8%	-8%	3%	-4%	-5%
- O=C(NCc1ccco1)C1CC(=O)N(c2ccc(Cl)cc2)C1 (configuration not stated)
 : -2%	2%	5%	13%	-5%	2%	-5%
- COc1cccc(N2C(=O)C(O)=C(C(C)=O)C2c2ccc(OC)c(OC)c2)c1 (configuration not stated)
 : -18%[38.3 µM]	0%	-2%	-5%	-10%	1%	1%
- O=C(Cc1c[nH]c2ccccc12)N1CCc2ccccc21
 : -2%[38.3 µM]	-5%	-20%	-6%[10 µM]	-5%	1%	-2%
- Cc1noc(C)c1COC(=O)c1ccccc1NC(=O)c1ccco1
 : 7%	-6%	9%	-37%[inhibitor]	-16%	2%	1%
- CN(C)c1ccc(P(=O)(COc2ccc([N+](=O)[O-])cc2)c2ccc(N(C)C)cc2)cc1
 : .	.	-15%	-15%[10 µM]	3%[9.22 µM]	1%	11%
- Cc1nc2ncnn2c(C)c1CCC(=O)NCCc1ccccc1
 : 45%[activator][38.3 µM]	-4%	1%	10%	14%	-3%	7%
- CCN(CC)c1ncnc2c1sc1nc(C)cc(C)c12
 : 15%[38.3 µM]	?	-7%	-9%	-15%	-3%	-4%
- CC1(C)CC2CC(C)(CN2C(=S)Nc2ccccc2)C1 (configuration not stated)
 : 1%	-8%	-3%	-3%	5%	1%	3%
- COCCNC(=S)N1CCC(c2nc(-c3ccc(F)cc3)no2)CC1
 : 16%	10%	7%	14%[10 µM]	19%[9.22 µM]	-2%	16%
- CCN1CCc2c(OCC(=O)N3CCCCC3)cccc2C1=O
 : -10%	-5%	3%	-8%	-4%	.	8%
- CCOc1cc(C2/C(=C(\O)c3cc(C)ccc3C)C(=O)C(=O)N2CCN(C)C)ccc1O (configuration not stated)
 : 28%[38.3 µM]	-6%	-16%	8%[10 µM]	11%	-8%	?
- O=C(CC(c1ccccc1O)N1CCCCC1)N1CCCCC1 (configuration not stated)
 : 33%[activator][38.3 µM]	-4%	4%	1%	-10%	1%	0%
- Cc1cc(C)cc(OCC(=O)NNC(=O)c2ccoc2C)c1
 : 1%	4%	6%	6%[10 µM]	17%	-13%	6%
- Cc1ccc(C)c(NC(=O)C2C(c3ccccc3)C2(Cl)Cl)c1 (configuration not stated)
 : 16%[38.3 µM]	-3%	9%	-27%	?	-4%	0%
- CC(C)c1ccc(NC(=O)C2C3C=CC4(CN(CCCN5CCOCC5)C(=O)C24)O3)cc1 (configuration not stated)
 : -4%[38.3 µM]	-6%	1%	0%	8%[9.22 µM]	-9%	-4%
- O=C(Oc1cccc(Nc2ncnc3ccccc23)c1)c1cccnc1
 : 18%	?	41%[activator]	.	.	5%	-5%
- c1ccc(-n2cc(CN3CCCC(CN4CCCC4)C3)c(-c3ccc4c(c3)OCO4)n2)cc1 (configuration not stated)
 : 8%	3%	20%	-8%[10 µM]	-2%[9.22 µM]	1%	1%

# This is a subset; count on the stated rates, not on these rows.
